Screening results from PubChem.
RSV antiviral HEp-2: RSV antiviral activity via CPE protection, HEp-2 cells, primary 10 µM value included (AID 2391). HEp-2 cells, RSV-induced CPE inhibition; higher % means a stronger effect. actives 0.13% (n = 310,000). one-dose CPE inhibition, % at 10 µM; IC50 in µM for titrated hits; in the data active = a potency from the dose series; inconclusive = CPE inhibition mostly from about 23% at the one dose, without a potency; inactive = the rest, 99 in 100 with CPE inhibition below about 21%; note: strong numbers were not always called active
T cell HTS: modulators of CD8 T cell-vesicle binding, primary screen, mouse 2C CD8+ T cells, flow cytometry; actives 0.068% (n = 330,000); AID 2052, 2009; 2C CD8+ T cell-vesicle binding; hits give low values; calls only at 7 µM;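 active = response, share of CD8 T cells binding vesicles, and their 90th percentile fluorescence all below set limits, cut at about 80% in these data, passing the limit was not always enough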
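Assay system: 2C TCR transgenic mouse naive CD8+ T cells, MACS-purified | Read-out: CD8+ gate FL2 mean fluorescence as % of same-row positive control | Signal: High-throughput flow cytometry with anti-B7-1 and anti-CD8 staining | Timing: Binding step 1.5 h, 37 °C, antibody labelling 20 min, ice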
NTR1 agonist: agonists of NTR1, primary screen, imaging, U2OS cells, beta-arrestin-GFP, high content (AID 493036) | Neurotensin receptor type 1 (Homo sapiens), P30989 | NTR1-U2OS beta-arrestin-GFP spot imaging, agonist mode | activation, % at 20 µM | actives 0.17% (n = 330,000);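 active = activation at or above 40% of the spot to cytoplasm intensity ratio, with at least 20 cells analyzed; inconclusive = wells under 20 cells, flagged as cytotoxic or low count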;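 note: 0% = DMSO without peptide and 100% = 100 nM NTR1 peptide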
Target sequence (P30989 whole entry, looked up): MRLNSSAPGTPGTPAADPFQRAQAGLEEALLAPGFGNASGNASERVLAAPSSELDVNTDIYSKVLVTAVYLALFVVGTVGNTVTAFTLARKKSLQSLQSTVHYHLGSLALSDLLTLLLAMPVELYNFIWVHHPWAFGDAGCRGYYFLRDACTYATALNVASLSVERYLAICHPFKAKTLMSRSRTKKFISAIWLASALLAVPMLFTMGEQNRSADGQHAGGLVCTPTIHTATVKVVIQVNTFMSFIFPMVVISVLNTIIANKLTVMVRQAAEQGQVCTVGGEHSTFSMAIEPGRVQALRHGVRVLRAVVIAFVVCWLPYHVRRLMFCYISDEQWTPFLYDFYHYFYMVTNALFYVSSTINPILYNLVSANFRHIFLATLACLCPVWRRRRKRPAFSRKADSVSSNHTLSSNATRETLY
PhoP inhibition: inhibitors of PhoP regulon expression, primary screen, Salmonella Typhimurium, GFP reporter (AID 1863) | S. Typhimurium PhoP-regulated promoter GFP reporter, 4 h; higher % means a stronger effect | inhibition, % at 50 µM; hits with a dose series show IC50 in µM | actives 0.16% (n = 300,000);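 active = inhibition over 29.93%, a cutoff 3 SD above the screen mean, later confirmed by dose response; inconclusive = inhibition over 29.93% but no dose response follow-up; inactive = inhibition at most 29.93% or unconfirmed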;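 note: 0% = low Mg2+ inducing control and 100% = high Mg2+ repressing control; strong numbers were not always called active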
Dengue-2 NS5 capping: Dengue-2 NS5 methyltransferase inhibitors, primary screen, biochemical, confirmation dose response (AID 588689); Dengue-2 NS5 methyltransferase capping enzyme assay, biochemical; higher % means a stronger effect; inhibition, % at 25 µM; hits with a dose series show IC50 in µM; actives 0.3% (n = 340,000); in the data active = a potency from the dose series; inconclusive = inhibition above about 29% without an active follow-up result
UTI89 phage lysis: inhibition of K1F phage lysis, E. coli UTI89, bacterial capsule biogenesis inhibitors, alamar blue (AID 488966); E. coli UTI89 K1F phage lysis, alamar blue, 2 h; higher % means a stronger effect; actives 0.02% (n = 340,000); one-dose inhibition, % at 100 µM; IC50 in µM for titrated hits;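 active = phage lysis inhibition, versus mean bacterial control, above a set limit; inconclusive = no clear call, values can overlap the other calls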;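 note: capsule biogenesis inhibitors block K1F phage lysis so surviving cells raise fluorescence; higher fluorescence means more inhibition of phage lysis; actives were called in the ten point dose series up to 300 µM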
Large T inhibition: SV40 large T antigen inhibitors, biochemical (AID 1903); SV40 large T antigen ATPase/helicase inhibition assay; higher % means a stronger effect; inhibition, % at 20 µM, or IC50 in µM where a hit was titrated; actives 0.39% (n = 310,000); in the data active = a potency from the dose series; inconclusive = inhibition mostly from about 32% at the one dose, without a potency; inactive = the rest, 99 in 100 with inhibition below about 32%; note: strong numbers were not always called active
West Nile antiviral: West Nile virus antiviral activity, cell-based, CPE readout (AID 1621); CPE inhibition, % at 10 µM, or IC50 in µM where a hit was titrated; West Nile virus-infected cells, CPE inhibition; higher % means a stronger effect; actives 0.02% (n = 290,000); in the data active = a potency from the dose series; inconclusive = CPE inhibition mostly from about 3.7% at the one dose, without a potency; inactive = the rest, 99 in 100 with CPE inhibition below about 2.2%; note: strong numbers were not always called active
Rac1 GTP hydrolysis: MgcRacGAP GTPase-activating activity inhibitors, confirmation, biochemical, ADP Hunter fluorescence. Rac GTPase-activating protein 1 (Homo sapiens). MgcRacGAP-stimulated Rac1 GTP hydrolysis, ADP Hunter fluorescence; higher % means a stronger effect; GST-tagged Rac1 F28L mutant substrate. inhibition, % at 30 µM; hits with a dose series show IC50 in µM. actives 0.6% (n = 340,000);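 active = first-screen hits whose inhibition reached a set limit at any dose in the follow-up dose series; inconclusive = inhibition above the set first-screen limit but never retested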;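 note: fluorescence reports GDP produced by GAP-driven GTP hydrolysis; strong numbers were not always called active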
T cell HTS vesicle-bound %: recorded beside T cell HTS, whose call it bears; double positive events, %; measured here: CD8+ vesicle-bound cell fraction;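 binding gate set so that unloaded-vesicle control wells show 10% double positive cells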
NTR1 agonist cell count 20 µM: second read-out of NTR1 agonist, no call of its own (marks repeat the call); cell count; measured here: cell count, cytotoxicity flag
Dengue-2 NS5 capping pilot replicate: second read-out of Dengue-2 NS5 capping, no call of its own (marks repeat the call); inhibition, %; measured here: pilot screen replicate inhibition
* = called active by the depositor; i = inactive; ? = inconclusive; nt = no result given; [ ] = remark or other dose. Rows are unselected (roughly 1.5% active in at least one column).

SMILES	RSV antiviral HEp-2	T cell HTS	T cell HTS vesicle-bound %	NTR1 agonist	NTR1 agonist cell count 20 µM	PhoP inhibition	Dengue-2 NS5 capping	UTI89 phage lysis	Large T inhibition	West Nile antiviral	Rac1 GTP hydrolysis	others
C=CCn1cccc(C(=O)Nc2cc(OC)c(OC)c(OC)c2)c1=O	-1.1%	i	32	0.8	58	-4%	nt	nt	-2%	0.3%	nt
COc1cc(S(=O)(=O)n2nc(C)cc2C)c(OC)cc1Cl	-1.1%	i	37	-0.2	63	-2%	-3%	0.7%	0%	0.2%	0%
CC(C)c1onc(C(=O)N2CCCCCC2)c1[N+](=O)[O-]	0.1%	i	58	0.5	70	5%	3%	0.4%	6%	0.6%	13%
Cc1cc(-n2c(=S)sc3c(=O)n(-c4ccc(F)cc4)c(SCC(=O)O)nc32)ccc1Cl	3.6%	i	36	0.7	82	-1%	-5%	0.0%	27%	0.8%	3%
COc1cc(OC)cc(-c2nnc(SCC(=O)N3CCCc4ccccc43)o2)c1	5.4%	i	49	4.1	60	10%	-3%	0.0%	8%	0.0%	9%
CCCCCSc1nnc(-c2ccccc2NC(C)=O)c(=O)[nH]1	-0.2%	i	25	0.7	95	-6%	-13%	-0.2%	1%	0.1%	-13%
CCC1(c2ccccc2)C(=O)N(C(=O)OC(C)(C)C)N1C(=O)OC(C)(C)C (centres undefined)	0.9%	nt	nt	1.1	41	nt	-6%	-0.4%	13%	nt	1%
CC(C)C(=O)Nc1ccc(N2CCCC2)cc1	nt	i	7	-0.7	42	6%	5%	0.3%	10%	0.2%	16%
CC1CCN(C(=O)CCc2nnc3ccc(N4CCC5(CC4)OCCO5)nn23)CC1	0.8%	i	12	-0.1	64	5%	2%	0.1%	8%	0.1%	7%
O=c1[nH]c(-c2ccccc2)ncc1Oc1ccccc1	1.1%	i	31	-0.3	38	nt	nt	nt	25%	nt	nt
CC(NC(=S)Nc1ccccc1Cl)C(c1ccccc1)N1CCOCC1 (centres undefined)	0.7%	i	53	-0.6	98	1%	-8%	-0.1%	4%	-1.5%	2%
CCc1ccccc1OCC(=O)Nc1ccc(S(N)(=O)=O)cc1	2.0%	i	27	-0.3	74	13%	5%	0.0%	5%	0.0%	4%
O=C(Nc1ccncc1)Nc1ccc(Br)cc1Cl	7.6%	i	60	2.3	54	2%	-9%	1.8%	25%	-0.3%	13%
CCOc1ccc(-c2nc(CSc3nncs3)cs2)cc1OC	15%	i	47	2.0	100	-7%	0%	-0.1%	11%	-0.2%	4%	Dengue-2 NS5 capping pilot replicate=2.4
Cc1cc(C)cc(OCc2nnc(SCC(=O)c3ccc(Br)cc3)o2)c1	?	i	17	6.1	46	-24%	-9%	0.7%	18%	0.2%	10%
CCc1ccc(Nc2n[n+](-c3ccccc3)c(/C=C/c3ccccc3)s2)cc1	10%	i	12	2.0	79	15%	nt	nt	17%	1.2%	nt
C=CCOc1ccc2c(CC)cc(=O)oc2c1C	17%	i	49	0.0	45	-6%	-6%	8.1%	4%	-1.0%	13%
C=CCc1ccccc1OCC(O)CN1CCOCC1 (centres undefined)	1.1%	i	28	2.2	47	nt	-5%	1.7%	8%	nt	6%
Cc1ccc(C2/C(=C(/O)c3cnn(-c4ccccc4)c3C)C(=O)C(=O)N2CCN2CCOCC2)o1 (centres undefined)	1.0%	i	16	1.3	54	-8%	-1%	0.3%	2%	0.0%	4%
CC(=O)NC(CC(=O)NC1CCCc2ccccc21)c1ccccc1 (centres undefined)	0.5%	i	44	-0.4	52	-7%	-12%	0.4%	7%	-0.4%	1%
C/C(=N\NC(=O)Cn1ccc(C(F)(F)F)n1)c1ccc2c(c1)OCO2	2.2%	i	7	0.8	57	9%	-6%	-0.1%	-2%	0.6%	8%
Cc1cc(S(=O)(=O)NCC(c2ccc3c(c2)OCO3)N2CCOCC2)ccc1F (centres undefined)	-2.5%	i	32	-0.2	55	-5%	-3%	-1.4%	11%	nt	4%
Cc1ccc(S(=O)(=O)Nc2cccnc2)cc1	-1.0%	i	44	0.3	85	5%	-5%	0.5%	4%	0.3%	8%
S=C(Nc1ccc(Oc2ccc(NC(=S)NC3CCCCC3)cc2)cc1)NC1CCCCC1	4.3%	i	52	0.5	59	7%	-7%	8.2%	15%	-1.9%	6%
Cc1ccc(C(=O)NCC(=O)NCCCc2ccccc2)s1	0.0%	i	21	0.6	47	8%	-4%	0.6%	4%	0.0%	1%
Following part
SMILES	RSV antiviral HEp-2	T cell HTS	T cell HTS vesicle-bound %	NTR1 agonist	NTR1 agonist cell count 20 µM	PhoP inhibition	Dengue-2 NS5 capping	UTI89 phage lysis	Large T inhibition	West Nile antiviral	Rac1 GTP hydrolysis	others
COc1ccc(CN2C(=O)c3ccccc3C2C(=O)NCC2CCCO2)c(OC)c1 (centres undefined)	1.9%	i	57	-0.1	65	10%	-5%	0.3%	6%	-0.4%	3%
CCOC(=O)C1CCN(c2nc(-c3ccccc3)nc3c2oc2ccccc23)CC1	1.6%	i	28	2.5	49	-7%	12%	-0.3%	5%	0.5%	6%
Cc1c(C(=O)Nc2ccc3c(c2)OCCO3)sc2ncnc(N3CCCCC3C)c12 (centres undefined)	9.1%	i	8	17	59	8%	-1%	0.1%	3%	1.8%	-6%
Brc1ccc(OCCCOc2cccc3cccnc23)cc1	14%	i	52	1.5	62	-1%	6%	-0.3%	10%	-0.5%	5%
Cc1ccc(-c2nnc(SCC(=O)N/N=C/c3c(C)nn(-c4ccccc4)c3C)n2-c2ccc(C)cc2)cc1	59%	i	30	3.0	55	1%	-9%	6.1%	30%	1.0%	4%
COc1ccc(S(=O)(=O)Nc2ccc(F)c(F)c2)cc1C(=O)N1CCOCC1	-0.2%	i	50	0.1	51	-7%	1%	-1.1%	3%	-0.4%	3%
COc1cc(C2/C(=C(\O)c3ccc4c(c3)OCCO4)C(=O)C(=O)N2Cc2ccco2)cc(OC)c1OC (centres undefined)	1.2%	i	14	0.1	40	-2%	-3%	-0.6%[50 µM]	16%	-0.1%	2%
Cc1ccc(O)c(NC(=O)CCCC(=O)O)c1	0.0%	i	15	-1.7	53	-5%	-1%	5.1%	6%	-0.3%	4%
CC(NC(=O)CN(C)CC(=O)Nc1ccc(F)c(F)c1F)c1ccccc1 (centres undefined)	0.0%	i	12	-1.9	90	-9%	0%	0.3%	10%	-0.5%	2%
COc1ccc(C2N(c3cc(Cl)ccc3OC)C(=O)C3CCCN32)cc1OC (centres undefined)	-0.1%	nt	nt	0.6	50	4%	-4%	1.9%	8%	-0.2%	-15%
O=C(NNC(=O)C1CCCN(c2ncccn2)C1)c1ccc(F)cc1 (centres undefined)	-0.7%	i	46	0.4	50	4%	-1%	2.1%	-4%	-0.5%	12%
CC(=O)c1c(C)[nH]c(C(=O)NCCCN2CCCC2)c1C	-1.0%	i	5	-1.7	56	4%	-6%	0.7%	-1%	-0.1%	2%
Cc1ccc(C(=O)CSc2nnc(CNc3ccc(C)cc3C)n2Cc2ccco2)cc1	7.5%	i	22	7.1	86	14%	-3%	1.4%	11%	-1.2%	6%
N#Cc1ccc(Cl)cc1NC(=O)COC(=O)c1cccc(S(=O)(=O)N2CCOCC2)c1	1.2%	i	52	-1.2	45	nt	-14%	1.5%[50 µM]	nt	nt	2%
O=C(CCN1C(=O)/C(=C/c2cccs2)SC1=S)Nc1ccccn1	2.6%	i	52	4.4	51	-25%	26%	0.2%	5%	-0.3%	1%
O=C(CCC(=O)OCC(F)(F)C(F)F)Nc1ccc(Cl)cc1	-0.6%	i	26	1.4	86	5%	-5%	0.2%	9%	0.7%	7%
N#Cc1cccc(NC(=O)CSc2cccc[n+]2[O-])c1	nt	i	31	0.4	35	nt	3%	-0.1%	nt	nt	0%
Cc1cccc(C2(c3cccc(C)c3)CC2C(=O)NCC2CCCO2)c1 (centres undefined)	0.8%	i	11	0.5	81	3%	-6%	0.7%[50 µM]	5%	-0.9%	7%
CC(=O)c1c(C)nc(-c2ccc(Cl)cc2)nc1N	3.6%	i	55	2.0	54	17%	2%	-0.1%	21%	-0.4%	6%
Cc1ccc(-c2ocnc2C(=O)N2CCOCC2)cc1	2.4%	i	58	-0.7	86	-6%	-1%	0.4%	5%	-0.2%	4%
COc1ccc(C(=O)N2CCCC(C(N)=O)C2)cc1S(=O)(=O)N1CCOCC1 (centres undefined)	0.2%	i	42	0.4	53	nt	-9%	0.7%[50 µM]	nt	nt	3%
COc1cc2[nH]c(=S)nc(NCc3ccccn3)c2cc1OC	nt	nt	nt	nt	nt	-7%	?	0.0%	11%	0.8%	15%
Cc1ccc(N2C(=O)c3ccccc3C2(O)c2ncc[nH]2)cc1 (centres undefined)	-0.1%	i	5	-0.7	41	-4%	0%	0.5%	8%	-0.1%	11%
CCOc1ccc(CCNC(=O)c2cccc(S(=O)(=O)N3CCOCC3)c2)cc1OCC	-0.8%	i	42	0.4	67	-5%	-7%	1.0%[50 µM]	4%	nt	3%
O=[N+]([O-])c1cc([N+](=O)[O-])c2n[nH]c(-c3ccccc3)c2c1	1.0%	i	30	-0.3	93	2%	nt	nt	21%	nt	nt
O=C(COC(=O)C1Cc2ccccc2CN1C(=O)c1ccccc1Cl)Nc1ccc(N2CCOCC2)cc1 (centres undefined)	0.2%	i	24	-0.7	77	-13%	-1%	-0.2%	4%	-0.3%	10%
Cc1cccc(-c2nnc(SCC(=O)Nc3cccc(C(=O)N4CCOCC4)c3)n2C)c1	0.7%	i	63	0.8	91	-2%	-1%	1.7%[50 µM]	5%	1.1%	9%

Structures from the list above that have a cyano group:
SMILES	RSV antiviral HEp-2	T cell HTS	T cell HTS vesicle-bound %	NTR1 agonist	NTR1 agonist cell count 20 µM	PhoP inhibition	Dengue-2 NS5 capping	UTI89 phage lysis	Large T inhibition	West Nile antiviral	Rac1 GTP hydrolysis	others
N#Cc1ccc(Cl)cc1NC(=O)COC(=O)c1cccc(S(=O)(=O)N2CCOCC2)c1	1.2%	i	52	-1.2	45	nt	-14%	1.5%[50 µM]	nt	nt	2%
N#Cc1cccc(NC(=O)CSc2cccc[n+]2[O-])c1	nt	i	31	0.4	35	nt	3%	-0.1%	nt	nt	0%
